PPARg SRC1 recr = PPARgamma-driven SRC-1 recruitment agonism; PPARgamma-SRC-1 coactivator recruitment biochemical assay; AID 631; actives 0.41% (n = 200,000); activation, % at 8 µM; in the data active = activation above about 19%;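 note: 0% = DMSO and 100% = reference agonist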
Target sequence (P37231 whole entry, looked up): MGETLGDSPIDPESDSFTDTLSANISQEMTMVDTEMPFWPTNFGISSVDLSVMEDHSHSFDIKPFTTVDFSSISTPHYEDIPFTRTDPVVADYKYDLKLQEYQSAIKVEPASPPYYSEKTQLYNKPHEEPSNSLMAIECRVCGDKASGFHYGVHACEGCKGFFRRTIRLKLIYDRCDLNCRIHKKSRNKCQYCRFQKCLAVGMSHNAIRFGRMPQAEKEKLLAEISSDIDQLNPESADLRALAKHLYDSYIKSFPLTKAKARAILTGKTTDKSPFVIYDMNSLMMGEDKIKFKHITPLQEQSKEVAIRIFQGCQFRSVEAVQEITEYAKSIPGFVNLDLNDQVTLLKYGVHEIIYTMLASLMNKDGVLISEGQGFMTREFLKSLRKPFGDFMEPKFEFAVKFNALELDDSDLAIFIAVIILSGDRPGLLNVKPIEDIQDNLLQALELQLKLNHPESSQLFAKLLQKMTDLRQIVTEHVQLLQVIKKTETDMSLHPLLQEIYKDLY
STAT3 inh = reduces IL-6 driven STAT3 reporter signal; inhibition, % at 5.5 µM; U3A cells, IL-6 STAT3-luciferase reporter, luminescence; host cell line lacks STAT1; actives 0.89% (n = 190,000);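 active = inhibition above the mean inhibition across all screened compounds plus 3 SD, cut at about 44% in these data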;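 note: 0% = DMSO only wells and 100% = 100 µM nifuroxazide control wells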
SRC2 TRFRET art = flags TR-FRET format artefacts in PPARgamma SRC-2 recruitment agonist screen; TR-FRET artefact counter-screen; active compounds read high; TR-FRET ratio at 8 µM; actives 0.4% (n = 200,000); AID 1049; in the data active = TR-FRET ratio above about 2000; note: inactives centre near 1500
PPARg SRC-2 ag = agonists of SRC-2 recruitment by human PPARgamma. P37231. PPARgamma LBD-SRC-2 recruitment, biochemical. activation, % at 8 µM. actives 0.34% (n = 200,000); in the data active = activation above about 22%;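 note: 0% = vehicle and 100% = reference agonist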
PPARg SRC-3 ag = PPARgamma-driven SRC-3 recruitment agonism; activation, % at 8 µM; AID 731; biochemical PPARgamma/SRC-3 coactivator recruitment assay; actives 0.26% (n = 200,000); P37231; in the data active = activation above about 23%;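 note: 0% = DMSO and 100% = reference agonist; some compounds past the cut are filed as inactive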
TLR4 MyD88 comp = blocks binding of human TLR4 to MyD88. O00206+Q99836. HeLa CL3-4 TLR4/MyD88 BLA complementation, FRET ratio. inhibition, % at 8.4 µM. actives 0.18% (n = 200,000). AID 861; in the data active = inhibition above about 25%;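 note: 0% = vehicle and 100% = reference inhibitor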
STAT3 activator = activators of IL-6 induced STAT3 signaling; U3A cells, IL-6 STAT3-luciferase reporter, luminescence; 100% = signal with IL-6 EC80 alone; activation (% of control), % at 5.6 µM; actives 0.91% (n = 190,000); AID 871;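 active = activation above the screen-wide mean of compound activation plus 3 SD, cut at about 130% in these data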;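 note: 0% = background luminescence of wells with medium and substrate only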
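Material: STAT1-lacking human U3A cells, STAT3 luciferase reporter | Benchmarks: IL-6-only wells as 100% reference | Probe or stimulus: IL-6 (33 ng/mL) | Timing: Compound 1 h, then IL-6 6 h at 37 °C | Detection: Luminescence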
S1P3 antagonist = blocks the human S1P3 receptor; Q99500; CHO S1P3 NFAT-BLA reporter, FRET fluorescence, antagonist mode; inhibition, % at 4.98 µM; actives 0.27% (n = 170,000); AID 485;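 active = inhibition above the plate cutoff, the mean inhibition of test wells on that plate plus 3 SD, cut at about 28% in these data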;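 note: cells challenged with S1P at its EC80 of 0.8 µM; blue over green emission ratio from cleaved BLA substrate after 4 h stimulation; 0% = S1P-stimulated wells and 100% = unstimulated DMSO-only wells; some compounds past the cut are filed as inactive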
Target sequence (Q99500 whole entry, looked up): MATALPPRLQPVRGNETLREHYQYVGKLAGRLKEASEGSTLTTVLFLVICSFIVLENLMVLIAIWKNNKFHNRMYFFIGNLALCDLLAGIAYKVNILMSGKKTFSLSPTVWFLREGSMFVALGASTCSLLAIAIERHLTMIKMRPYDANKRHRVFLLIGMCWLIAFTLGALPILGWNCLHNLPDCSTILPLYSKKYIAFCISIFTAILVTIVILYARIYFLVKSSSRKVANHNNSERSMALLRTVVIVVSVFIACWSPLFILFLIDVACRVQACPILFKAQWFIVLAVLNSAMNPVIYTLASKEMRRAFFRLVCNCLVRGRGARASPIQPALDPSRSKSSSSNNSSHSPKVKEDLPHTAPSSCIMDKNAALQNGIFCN
ROMK primary = human ROMK K+ channel modulation, primary screen. AID 1918. P48048. actives 2% (n = 130,000). B-score at 10 µM. Tet-inducible ROMK, thallium flux fluorescence; actives lie on both sides;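 active = signal ratio slope over the read window, or its plate-corrected B-score, at least 3 SD from the plate mean, either direction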;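 note: B-score of the F/F0 ratio slope over 7 to 12 s after thallium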
RAM inhibit = blocks the yeast RAM network; AID 868; S. cerevisiae dse1pr::URA3 reporter, 5-FOA growth OD615, 2 d; analog-sensitive cbk1-as2 kinase mutant strain; inhibition, % at 50 µM; actives 1.8% (n = 190,000);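 active = inhibition above a set limit, 3 SD over mean compound inhibition, cut at about 8.4% in these data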;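 note: 0% = DMSO-only wells with no growth and 100% = 10 µM 1-NA-PP1 full growth; inhibition rescues growth on 5-FOA so higher OD means more RAM inhibition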
STAT1 inh = STAT1 signaling inhibition | AID 920 | inhibition, % at 5.5 µM | actives 0.35% (n = 200,000) | NIH 3T3 STAT1-luciferase reporter, IFN-gamma, luminescence;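 active = inhibition above a set limit, the mean inhibition across all tested compounds plus 3 SD, cut at about 34% in these data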;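 note: 0% = IFN-gamma with DMSO and 100% = IFN-gamma with 300 µM nifuroxazide; values of inactives mirror those of a sister screen read the other way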
An asterisk follows results filed as active.

For O=C(Nc1ccc(Cl)cc1C(=O)c1ccccc1)c1ccco1 the results were PPARg SRC1 recr 9, STAT3 inh 10, SRC2 TRFRET art 1572, PPARg SRC-2 ag 5, PPARg SRC-3 ag 9, TLR4 MyD88 comp -9, STAT3 activator 101, RAM inhibit 3.8 and STAT1 inh 3.
Screening O=C1NC(c2cccnc2)Nc2sc3c(c21)CCCC3 (configuration not stated) returned PPARg SRC1 recr 3, STAT3 inh 12, SRC2 TRFRET art 1626, PPARg SRC-2 ag 0, PPARg SRC-3 ag -3, TLR4 MyD88 comp -15, STAT3 activator 93, RAM inhibit 2.0 and STAT1 inh -12.
`C[N+](C)(C)c1ccccc1` gave PPARg SRC1 recr -10, STAT3 inh 0, SRC2 TRFRET art 1593, PPARg SRC-2 ag 1, PPARg SRC-3 ag 1, TLR4 MyD88 comp -11, STAT3 activator 102, S1P3 antagonist -11, ROMK primary -0.36, RAM inhibit 2.1 and STAT1 inh -6.
`O=C(NCCCn1ccnc1)C(Cl)(Cl)Cl` gave PPARg SRC1 recr 3, STAT3 inh 4, SRC2 TRFRET art 1639, PPARg SRC-2 ag -2, PPARg SRC-3 ag 2, TLR4 MyD88 comp -11, STAT3 activator 105, S1P3 antagonist 5, ROMK primary 0.53, RAM inhibit 1.0 and STAT1 inh 13.
COc1ccc(C)cc1NC1=NCCCS1 was read as PPARg SRC1 recr 10, STAT3 inh 3, SRC2 TRFRET art 1795, PPARg SRC-2 ag 4, PPARg SRC-3 ag 3, TLR4 MyD88 comp -1, STAT3 activator 98, S1P3 antagonist -9, ROMK primary -0.34, RAM inhibit 3.6 and STAT1 inh -3.
Cn1c(=O)cc(OCC(=O)N2CCN(C3CCCCC3)CC2)c2ccccc21 was read as PPARg SRC1 recr 1, STAT3 inh -4, SRC2 TRFRET art 1471, PPARg SRC-2 ag 9, PPARg SRC-3 ag 12, TLR4 MyD88 comp -2, STAT3 activator 108, S1P3 antagonist -16, RAM inhibit 2.2 and STAT1 inh 6.
Screening CCc1ccc(OCC(=O)N2CCN(Cc3ccc4c(c3)OCO4)CC2)cc1 returned PPARg SRC1 recr 6, STAT3 inh 11, SRC2 TRFRET art 1745, PPARg SRC-2 ag 12, PPARg SRC-3 ag -1, TLR4 MyD88 comp -3, STAT3 activator 97, S1P3 antagonist 0, ROMK primary -1.2, RAM inhibit 2.1 and STAT1 inh -2.
`COC(=O)CSC1=NP(=S)(SCC(=O)OC)N2CCCC2=C1C#N` (configuration not stated) gave PPARg SRC1 recr 2, STAT3 inh 10, SRC2 TRFRET art 1554, PPARg SRC-2 ag 5, PPARg SRC-3 ag 10, TLR4 MyD88 comp 3, STAT3 activator 95, S1P3 antagonist -4, ROMK primary 0.27, RAM inhibit 0.6 and STAT1 inh 10.
Screening CC(=NCC1CCCO1)c1c(O)n(C)c(=O)n(C)c1=O (configuration not stated) returned PPARg SRC1 recr 7, STAT3 inh 5, SRC2 TRFRET art 1314, PPARg SRC-2 ag -4, PPARg SRC-3 ag -9, TLR4 MyD88 comp 12, STAT3 activator 99, S1P3 antagonist -2, ROMK primary -0.0027, RAM inhibit -0.1 and STAT1 inh 3.
For CN(C)C(CNC(=O)Cc1c(Cl)cccc1Cl)c1ccccc1 (configuration not stated) the results were PPARg SRC1 recr 3, STAT3 inh 4, SRC2 TRFRET art 1162, PPARg SRC-2 ag -9, PPARg SRC-3 ag 1, TLR4 MyD88 comp -9, STAT3 activator 104, S1P3 antagonist -13, ROMK primary -0.85, RAM inhibit 0.9 and STAT1 inh 0.
`Cc1nn(Cc2ccccc2)c(C)c1C(=O)NC1CCCc2ccccc21` (configuration not stated) gave PPARg SRC1 recr 9, STAT3 inh 15, SRC2 TRFRET art 1445, PPARg SRC-2 ag 2, PPARg SRC-3 ag 1, TLR4 MyD88 comp 8, STAT3 activator 91, S1P3 antagonist -5, RAM inhibit 4.7 and STAT1 inh 10.
Screening CN(C)C(=O)Oc1c(Cl)cc(Cl)c2cccnc12 returned PPARg SRC1 recr 9, STAT3 inh 4, SRC2 TRFRET art 1569, PPARg SRC-2 ag 2, PPARg SRC-3 ag 2, TLR4 MyD88 comp 9, STAT3 activator 100, S1P3 antagonist -2, ROMK primary -0.72, RAM inhibit 1.4 and STAT1 inh -4.
For O=C(C1CCC(=O)N1Cc1ccc(F)cc1)N1CCC2(CC1)OCCO2 (configuration not stated) the results were PPARg SRC1 recr -2, STAT3 inh 5, SRC2 TRFRET art 1351, PPARg SRC-2 ag 1, PPARg SRC-3 ag -4, TLR4 MyD88 comp 6, STAT3 activator 101, S1P3 antagonist -15, RAM inhibit 1.7 and STAT1 inh -3.
For CCCC(C)C1(CC)C(=O)NC(=Nc2ccccc2OC)NC1=O (configuration not stated) the results were PPARg SRC1 recr -4, STAT3 inh -3, SRC2 TRFRET art 1495, PPARg SRC-2 ag 0, PPARg SRC-3 ag -9, TLR4 MyD88 comp -2, STAT3 activator 103, S1P3 antagonist -25, RAM inhibit -0.1 and STAT1 inh 6.
`O=C1NC(=O)N(CCC2=CCCCC2)C(=O)/C1=C\c1cccs1` gave PPARg SRC1 recr 2, STAT3 inh 8, SRC2 TRFRET art 1446, PPARg SRC-2 ag 1, PPARg SRC-3 ag 6, TLR4 MyD88 comp -24, STAT3 activator 92, S1P3 antagonist -1, ROMK primary 0.47, RAM inhibit 4.8 and STAT1 inh 5.
`CC12CN3CC(C)(CN(C1)C31CCSCC1)C2=O` gave PPARg SRC1 recr 0, STAT3 inh 3, SRC2 TRFRET art 1515, PPARg SRC-2 ag -9, PPARg SRC-3 ag -3, TLR4 MyD88 comp -2, STAT3 activator 100, S1P3 antagonist -6, ROMK primary -0.62, RAM inhibit -0.2 and STAT1 inh 0.
CN1CCN(c2nc3ccccn3c(=O)c2C=C2C(=O)N(C)C(=O)N(C)C2=O)CC1 was read as PPARg SRC1 recr 1, STAT3 inh 6, SRC2 TRFRET art 1657, PPARg SRC-2 ag 5, PPARg SRC-3 ag 1, TLR4 MyD88 comp 7, STAT3 activator 98, S1P3 antagonist 0, RAM inhibit 2.5 and STAT1 inh 11.
For N#CCCn1cc(C(=O)Nc2ccc([N+](=O)[O-])cc2)c(-c2ccc3c(c2)OCCO3)n1 the results were PPARg SRC1 recr -2, STAT3 inh 6, SRC2 TRFRET art 1554, PPARg SRC-2 ag -9, PPARg SRC-3 ag -1, TLR4 MyD88 comp 4, STAT3 activator 94, S1P3 antagonist -3, RAM inhibit 0.8 and STAT1 inh 6.
CC12CN3CN(C1)CC(c1ccccc1)(C3)C2=O was read as PPARg SRC1 recr 0, STAT3 inh 6, SRC2 TRFRET art 1568, PPARg SRC-2 ag 11, PPARg SRC-3 ag -5, TLR4 MyD88 comp -13, STAT3 activator 97, RAM inhibit 1.4 and STAT1 inh -5.
For COP(=O)(CC(=O)O)c1ccccc1 (configuration not stated) the results were PPARg SRC1 recr -2, STAT3 inh 4, SRC2 TRFRET art 1552, PPARg SRC-2 ag 3, PPARg SRC-3 ag -6, TLR4 MyD88 comp 10, STAT3 activator 102, ROMK primary 0.53, RAM inhibit 3.9 and STAT1 inh 4.
For C[C@@H]1C(=O)O[C@@H]2[C@H](O)C34[C@@H]5OC(=O)C3(O[C@H]3OC(=O)[C@H](O)C34[C@H](C(C)(C)C)[C@H]5O)[C@@]12O (some centres not stated) the results were PPARg SRC1 recr 5, STAT3 inh 5, SRC2 TRFRET art 1338, PPARg SRC-2 ag 3, PPARg SRC-3 ag 2, TLR4 MyD88 comp 1, STAT3 activator 93, S1P3 antagonist 0, ROMK primary 0.35, RAM inhibit -0.1 and STAT1 inh 0.
O=c1[nH]c2ccccc2o1 was read as PPARg SRC1 recr -3, STAT3 inh 12, SRC2 TRFRET art 1416, PPARg SRC-2 ag 2, PPARg SRC-3 ag -4, TLR4 MyD88 comp 7, STAT3 activator 99, S1P3 antagonist 8, ROMK primary -1.5, RAM inhibit -1.1 and STAT1 inh 3.
`CCC(=O)Nc1ccc(N2CCN(CC)CC2)c(Cl)c1` gave PPARg SRC1 recr 2, STAT3 inh 7, SRC2 TRFRET art 1625, PPARg SRC-2 ag -3, PPARg SRC-3 ag 6, TLR4 MyD88 comp -5, STAT3 activator 97, RAM inhibit 1.7 and STAT1 inh 8.
NCCCCCC(=O)OC1N=C(c2ccccc2Cl)c2cc(Br)ccc2NC1=O (configuration not stated) was read as PPARg SRC1 recr -4, STAT3 inh 7, SRC2 TRFRET art 1640, PPARg SRC-2 ag -5, PPARg SRC-3 ag -4, TLR4 MyD88 comp 8, STAT3 activator 103, S1P3 antagonist -4, ROMK primary 0.11, RAM inhibit 0.2 and STAT1 inh -7.
For CCCCC1C(=O)NC(=S)NC1=O the results were PPARg SRC1 recr -4, STAT3 inh 18, SRC2 TRFRET art 1545, PPARg SRC-2 ag 2, PPARg SRC-3 ag 0, TLR4 MyD88 comp 14, STAT3 activator 87, S1P3 antagonist 0, ROMK primary -0.57, RAM inhibit 1.6 and STAT1 inh 0.
`CNC(C(=O)c1ccccc1)C(OC(C)C)c1ccc(Cl)cc1` (configuration not stated) gave PPARg SRC1 recr -2, STAT3 inh -1, SRC2 TRFRET art 1700, PPARg SRC-2 ag 7, PPARg SRC-3 ag 7, TLR4 MyD88 comp -4, STAT3 activator 105, RAM inhibit 3.2 and STAT1 inh 20.
`O=C(NCc1cccnc1)NC1CCCCC1` gave PPARg SRC1 recr 5, STAT3 inh 4, SRC2 TRFRET art 1459, PPARg SRC-2 ag 2, PPARg SRC-3 ag -1, TLR4 MyD88 comp 5, STAT3 activator 97, ROMK primary 1.5, RAM inhibit 1.0 and STAT1 inh -3.
COc1ccc(/C=C2/C(=O)NC(=O)N(Cc3ccco3)C2=O)cc1 was read as PPARg SRC1 recr 3, STAT3 inh 2, SRC2 TRFRET art 1820, PPARg SRC-2 ag 7, PPARg SRC-3 ag 0, TLR4 MyD88 comp -5, STAT3 activator 103, S1P3 antagonist -5, ROMK primary -0.43, RAM inhibit 1.0 and STAT1 inh 4.
`CNC(=O)Oc1ccc2c(c1)C(=O)c1ccccc1CO2` gave PPARg SRC1 recr -5, STAT3 inh 5, SRC2 TRFRET art 1407, PPARg SRC-2 ag 9, PPARg SRC-3 ag 10, TLR4 MyD88 comp 9, STAT3 activator 99, ROMK primary -1, RAM inhibit 1.0 and STAT1 inh 15.
`CCOC(=O)C1=C(C)OC(N)=C(C(=O)OCC)C12C(=O)Nc1ccc(Br)cc12` (configuration not stated) gave PPARg SRC1 recr 2, STAT3 inh -1, SRC2 TRFRET art 1422, PPARg SRC-2 ag -4, PPARg SRC-3 ag -2, TLR4 MyD88 comp -14, STAT3 activator 104, S1P3 antagonist -4, RAM inhibit 1.7 and STAT1 inh 3.
Screening O=C1NC(=O)N(Cc2ccccc2)C(=O)/C1=C/c1cnn(-c2ccccc2)c1 returned PPARg SRC1 recr 18, STAT3 inh -1, SRC2 TRFRET art 1568, PPARg SRC-2 ag -2, PPARg SRC-3 ag 1, TLR4 MyD88 comp 6, STAT3 activator 102, S1P3 antagonist -28, ROMK primary 1.1, RAM inhibit 6.4 and STAT1 inh -10.

Screening data deposited in PubChem by several laboratories.

Not all compounds are listed. The share of hits here may be higher or lower than overall.
